From PubChem
S3 lipid droplet: qHTS Assay for Lipid Storage Modulators in Drosophila S3 Cells. Potency in µM for hits, for the others lipid storage change, negative = inhibition, % at the top dose, mostly 46.1 µM. 0.64% of 320,000 active. Drosophila S3 cells, BODIPY lipid droplet fluorescence, 18-24 h; cells fed with added oleic acid; active = well fitted inhibition curve with a large enough effect in the signal ratio, with a control signal flat, not every such curve was filed as active; inconclusive = small, poorly fitted or top-dose-only effect, or effect the other way, or a change in a side signal; the % refers to the signal ratio
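Drosophila S3 cells loaded with oleic acid (400 uM, as added) and compounds at several concentrations; lipid droplets imaged by 488-nm laser-scanning cytometry, 500–530 nm intensity and object ratio to cell channel. Percent activity normalized to 20 uM Triacsin C.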
S3 lipid droplet cell count max: second read-out of S3 lipid droplet, no call of its own (marks repeat the call); cell number change, %; measured here: cell count max response;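 cells counted by Cell Tracker Red CMTPX staining in the red channel; peak over a dose series mostly up to 46.1 µM; percent activity relative to internal control wells on each plate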
* = called active by the depositor; i = inactive; ? = inconclusive; . = not tested or not shown. % is scaled to controls: 0 for no effect and ±100 for the full control effect; potency is read from the fitted curve at half-maximal effect. Not all compounds are listed; rates above refer to the full screens.

Start of the listing, in advance, three compounds:
SMILES	S3 lipid droplet	S3 lipid droplet cell count max
Clc1ccccc1CN1CCN(c2ccccc2)CC1	?	.
CN(C)c1ccc(P(=O)(CC(=O)N/N=C/c2ccc(C#N)cc2)OCCCl)cc1 (centres undefined)	?	.
CC(=O)OC1N=C(c2ccccc2)c2ccccc2NC1=O (centres undefined)	?	.

All compounds of this part, repeating the preview:
SMILES	S3 lipid droplet	S3 lipid droplet cell count max
Clc1ccccc1CN1CCN(c2ccccc2)CC1	?	.
CN(C)c1ccc(P(=O)(CC(=O)N/N=C/c2ccc(C#N)cc2)OCCCl)cc1 (centres undefined)	?	.
CC(=O)OC1N=C(c2ccccc2)c2ccccc2NC1=O (centres undefined)	?	.
COC(=O)C1=C(c2ccc(F)cc2F)C[C@@H]2CC[C@H]1N2C(=O)N1CCOCC1	?	.
Cc1cccc(NP(C)(=O)c2nc3c(s2)CCCC3)c1 (centres undefined)	8%	.
O=C(C1CCN(c2nc3ccc(Br)cc3s2)CC1)N1CCC2(CC1)OCCO2	-5%	17
CCOC(=O)C1(CCc2ccccc2)CCN(Cc2ccco2)CC1	-6%	-16
COc1ccccc1N(CC(=O)NC1CCCCC1)C(=O)c1cnn(C(C)C)c1	5%	2
CC1(C)C2SCC(=O)N2CCN1CC(=O)NN (centres undefined)	?	.
COC(=O)C1=C(c2cccc(C#N)c2)C[C@@H]2CC[C@H]1N2C(=O)N1CCCC1	9%	4
O=P(Nc1cccnc1)(Oc1ccccc1)Oc1ccccc1	2%	-2
Cc1ccc(C)c(NC(=O)CSc2nnc([C@@H](N)Cc3c[nH]c4ccccc34)o2)c1	?	.
CSc1ccc(CN2CCN(c3ccccc3C)CC2)cc1	24%	9
CCCNS(=O)(=O)c1ccc(OCC(=O)N2CCN(C)CC2)cc1	2%	4
CC(C)c1ccc(N2C(=O)NC(=O)/C(=C/C=C/c3ccco3)C2=O)cc1	?	.
Clc1ccc(CNC2CN3CCC2CC3)cc1 (centres undefined)	?	.
COC(=O)C1=C(c2ccc(F)cc2F)C[C@@H]2CC[C@H]1N2C(=O)NCc1ccc(C(F)(F)F)cc1	i	-12
CCc1cccc2c(C#N)cn(CC(=O)N3CCOCC3)c12	?	.
N=C1c2ccccc2CN1c1ncccn1	?	.
Nc1ccccc1C(=O)OCC(=O)Nc1ccc(Br)cc1F	-1%	20
O=C(O)c1ccc(NC(=O)N2C[C@H]3C[C@@H](C2)c2cccc(=O)n2C3)cc1	?	.
CCc1ccc(N2C(=O)NC(=O)/C(=C\C=C\c3ccco3)C2=O)cc1	?	.
O=C1/C(=C\c2ccncc2)N2CCC1CC2	?	.
COP(=S)(OC)c1c(C)nn(CCC#N)c1NC(=O)c1ccc(Cl)cc1	?	.
CC(NS(=O)(=O)OCC(Cl)(Cl)Cl)c1ccccc1 (centres undefined)	?	.

Some values from the entries so far:
CCOC(=O)C1(CCc2ccccc2)CCN(Cc2ccco2)CC1 in S3 lipid droplet = -6%
Cc1cccc(NP(C)(=O)c2nc3c(s2)CCCC3)c1 (centres undefined) in S3 lipid droplet = 8%
CCCNS(=O)(=O)c1ccc(OCC(=O)N2CCN(C)CC2)cc1 in S3 lipid droplet cell count max = 4

Next records follow.
SMILES	S3 lipid droplet	S3 lipid droplet cell count max
Cn1c(=O)c2c(ncn2CCCl)n(C)c1=O	?	.
Cc1ccc2c(c1)C(c1ccccc1)=NCC(=O)N2	i	4
COC(=O)C1=C(c2ccc(C(C)=O)cc2)C[C@@H]2CC[C@H]1N2C(=O)N1CCC(O)(c2ccc(Cl)cc2)CC1	?	.
CCc1ccc(NC(=O)CCNC(=O)N2C[C@H]3C[C@@H](C2)c2cccc(=O)n2C3)cc1	-13%	6
[N-]=[N+]=NCCN1CCC(O)CCC1=O (centres undefined)	?	.
Cc1c(O)ccc(C(=O)CN2CC(C)OC(C)C2)c1O (centres undefined)	?	.
O=C1NC(=O)C(=Cc2ccc3ccccc3c2)C(=O)N1	-14%	19
COc1ccccc1-n1c(O)c(/C=N/N2CCCCC2)c(=O)n(-c2ccccc2OC)c1=S	?	.
C[N+]1=C(/C=C/Nc2ccccc2)C(C)(C)c2ccccc21	?	.
O=C(C1CCN(S(=O)(=O)N2CCOCC2)CC1)N1CCC2(CC1)OCCO2	?	.
CCCCn1c(O)c(C(CC)=NCCc2ccccc2)c(=O)[nH]c1=O	?	.
O=[P+](Cc1ccccc1)Cc1ccccc1	-3%	-10
O=C(Cn1c(=O)oc2ccccc21)Nc1ccc(Br)cc1	?	.
Cc1ccc(-n2c(O)c(C=NC3CCCC3)c(=O)[nH]c2=O)c(C)c1	?	.
Nc1nonc1OCCCCOc1nonc1N	?	.
O=C(Nc1ccc(F)cc1F)c1cccnc1Oc1cccc(C(F)(F)F)c1	6%	-14
Fc1ccc(C2N3CCCN23)cc1 (centres undefined)	?	.
O=C(NCNC(=O)NC1C(=O)NC(=O)N1CO)NC1C(=O)NC(=O)N1CO (centres undefined)	-4%	-2
Cc1cccc(N=Cc2c(O)n(C)c(=O)n(C)c2=O)c1	15%	7
Cc1ccc(NC(=O)CCNS(=O)(=O)c2ccc3c(c2)oc(=O)n3C)cc1C	?	.
O=Cc1cn(Cc2cccc(F)c2)c2ccccc12	20%	10
O=[N+]([O-])c1c2ccccc2cc2ccccc12	i	-27
NCc1cc(=O)[nH]o1	5%	0
COC(=O)C1=C(C)OC(N)=C(C#N)C12C(=O)Nc1ccccc12 (centres undefined)	-16%	18
CCCC(=O)NC(Oc1ccc(C(C)=O)cc1)C(Cl)(Cl)Cl (centres undefined)	?	.

Laid out differently: 2 of the compounds above.
Value order – S3 lipid droplet	S3 lipid droplet cell count max
O=C(Nc1ccc(F)cc1F)c1cccnc1Oc1cccc(C(F)(F)F)c1
 : 6%	-14
Fc1ccc(C2N3CCCN23)cc1 (centres undefined)
 : ?	.

Further compounds
SMILES	S3 lipid droplet	S3 lipid droplet cell count max
CC(=O)NC(Cc1ccc(N(CCCl)CCCl)cc1)C(=O)NCC(=O)NCC(=O)O (centres undefined)	14%	-4
Cn1c(=O)n(CC(=O)N2CCC3(CC2)OCCO3)c(=O)c2ccccc21	?	.
O=C1NC(=O)N(Cc2ccccc2)C(=O)/C1=C/C=C/c1ccco1	?	.
CC(Cc1ccccc1Sc1ccccc1)N(C)C (centres undefined)	?	.
COc1ccccc1N1CCN(Cc2cc(C)c(C)cc2O)CC1	?	.
Oc1cc2c(cc1CN1CCN(c3ccccc3)CC1)OCO2	5%	23
N[C@@H](Cc1c[nH]c2ccccc12)c1nnc(SCc2c(F)cccc2Cl)o1	12%	-26
CC(CCc1ccccc1)NCCC#N (centres undefined)	?	.
COc1ccccc1-n1c(O)c(C=NCCCn2ccnc2)c(=O)[nH]c1=O	?	.
COc1cccc(N2C(=O)CC(=O)NC2=O)c1	?	.
COc1cccc(-n2c(O)c(C=NCCN3CCOCC3)c(=O)[nH]c2=O)c1	1%	0
CN1CCN(Cc2ccc(N)cc2)CC1	?	.
COc1cc(CN2CC=C(c3ccc(F)cc3)CC2)cc(OC)c1	-8%	-1
CCCCOc1nc2ccccc2c(=O)n1-c1ccccc1	?	.
Cn1cc(C(=O)N2CCC3(CC2)OCCO3)c2c3ccccc3n(C)c2c1=O	31%	.
O=C1CSC2N1CCNC21CCCCC1 (centres undefined)	?	.
O=C(COc1ccc2ccccc2c1)N1CCN(CC2CC3C=CC2C3)CC1 (centres undefined)	?	.
N#Cc1c(/N=C/c2ccc(O)cc2O)sc2c1C1CCN2CC1	-10%	-2
COc1ccc(C2SCC(=O)Nc3c2c(=O)[nH]n3C2CCCCCC2)cc1 (centres undefined)	?	.
COc1ccc(Cl)cc1C(=O)C1CCCN(Cc2cnc(C)s2)C1 (centres undefined)	?	.
CC(C)(C)n1c(O)c(C=Nc2ccc3c(c2)CCC3)c(=O)[nH]c1=O	?	.
CCCCCn1c(NC(=O)c2ccco2)c(C(=O)OCC)c2nc3ccccc3nc21	?	.
Cc1ccc(N2CCN(CCc3ccccc3)CC2)cc1	?	.
NCCc1ccc(OCc2ccccc2)c(OCc2ccccc2)c1	?	.
Oc1ccc(C2NCc3ccccc3-n3cccc32)cc1Cl (centres undefined)	?	.
(continued)
SMILES	S3 lipid droplet	S3 lipid droplet cell count max
O=C(C1CCC(=O)N1C1CCCCC1)N1CCC2(CC1)OCCO2 (centres undefined)	11%	-1
Cc1nc2c(-c3ccc(F)cc3)c(C)nn2c(C)c1CCC(=O)N1CCC2(CC1)OCCO2	?	.
CC(=O)Nc1cc(C(=O)N2CCC3(CC2)OCCO3)ccc1Sc1ccc(C)cc1	?	.
CCOC(=O)c1c(C)n(Cc2ccco2)c2ccc(O)cc12	?	.
Cc1c2cnn(CC(=O)N3CCC4(CC3)OCCO4)c(=O)c2c(C)n1Cc1ccccc1	14%	-7
Cc1nc2ccccc2c(=O)n1-c1ccc(C(=O)O)cc1	?	.
O=C(c1cccc2ccccc12)C1CCCN(Cc2ccon2)C1 (centres undefined)	10%	1
CCCCCc1nc2ccccc2c(=O)n1-c1ccc(Cl)cc1[N+](=O)[O-]	-1%	5
COc1cccc(-n2c(/C=C/c3ccccn3)nc3ccccc3c2=O)c1	?	.
O=C(Oc1ccc2cc(Br)ccc2c1)N1CCCCCC1	?	.
CCN1C[C@]2(COC(=O)c3ccccc3N)CC[C@H](OC)C34[C@@H]5C[C@H]6[C@H](OC)[C@@H]5[C@](O)(C[C@@H]6OC)[C@@](O)([C@H]13)[C@@H](OC)[C@@H]42	?	.
COC(=O)C1=C(c2c(C)noc2C)C[C@@H]2CC[C@H]1N2C(=O)N1CCC(O)(c2ccc(Cl)cc2)CC1	?	.
CC(C)CC(C)N (centres undefined)	?	.
CCOC(=O)C1(CCc2ccccc2)CCN(Cc2ccc3c(c2)OCCO3)CC1	8%	.
COC(=O)C1=C(c2cccc3c2S(=O)(=O)c2ccccc2-3)C[C@@H]2CC[C@H]1N2C(=O)N1CCc2cc(OC)c(OC)cc2C1	?	.
CCCC12CN3CN(C1)CC(CCC)(C3)C2O (centres undefined)	2%	-8
Brc1ccc2c(c1)C(OC1CN3CCC1CC3)c1ccccc1CS2 (centres undefined)	?	.
O=C1NC(=O)N(Cc2ccccc2Cl)C(=O)/C1=C/N1CCOCC1	20%	2
CN(Cc1ccccc1)C1CCCN(C(=O)COc2ccccc2Cl)C1 (centres undefined)	3%	12
Cc1ccccc1-n1c(-c2ccoc2)nc2ccccc2c1=O	?	.
N=C1c2ccccc2CN1NC(=O)c1ccc(Cl)cc1	1%	0
COC(=O)C1=C(c2ccc(F)cc2OCc2ccccc2)C[C@@H]2CC[C@H]1N2C(=O)NCc1ccc2c(c1)OCO2	4%	16
COc1cc2c(cc1C=O)OCO2	?	.
COc1ccc(NC(=O)c2cn(CCC#N)nc2-c2ccccc2)cc1	?	.
O=C(c1c[nH]c2ccc(S(=O)(=O)N3CCOCC3)cc2c1=O)N1CCC2(CC1)OCCO2	-1%	-8

Taken from the entries so far, 4 compounds:
SMILES	S3 lipid droplet	S3 lipid droplet cell count max
NCCc1ccc(OCc2ccccc2)c(OCc2ccccc2)c1	?	.
Oc1ccc(C2NCc3ccccc3-n3cccc32)cc1Cl (centres undefined)	?	.
O=C(C1CCC(=O)N1C1CCCCC1)N1CCC2(CC1)OCCO2 (centres undefined)	11%	-1
Cc1nc2c(-c3ccc(F)cc3)c(C)nn2c(C)c1CCC(=O)N1CCC2(CC1)OCCO2	?	.

More compounds follow.
SMILES	S3 lipid droplet	S3 lipid droplet cell count max
CCCCc1ncc(CN2CCCC(C(=O)c3ccc(SC)cc3)C2)[nH]1 (centres undefined)	?	.
COc1ccc2[nH]c(C)c(CCNCc3cccnc3)c2c1	9%	-12
Cn1c(C(=O)N2CCC3(CC2)OCCO3)cc2c(=O)n(C)c3ccccc3c21	?	.
CCc1ccccc1NC(=O)CNCc1ccccc1	?	.
COC(=O)C1=C(c2ccc(OC(F)(F)F)cc2)C[C@@H]2CC[C@H]1N2C(=O)N1CCC(C)CC1	?	.
CCN(CC)C(=O)c1ccc(NC(=O)CNC(C)c2cccc3ccccc23)cc1 (centres undefined)	?	.
Cc1ccc(CN2C(=O)NC(=O)C3(Cc4c(nc5ccccn5c4=O)N4CCCCCC43)C2=O)cc1 (centres undefined)	?	.
O=C1/C(=C/c2cccc([N+](=O)[O-])c2)N2CCC1CC2	?	.
CC[N+](CC)(CC#CCO)CC#Cc1ccccc1	?	.
N[C@@H](Cc1cc(Br)c(O)c(Br)c1)C(=O)O	-4%	5
C#CC[N+]1(C)[C@@H]2CC[C@H]1CC(OC(=O)C(CO)c1ccccc1)C2 (some centres undefined)	-5%	14
CN(C)c1ccc(NC(=O)CN2C(=O)CN=C(c3ccccc3)c3cc(Cl)ccc32)cc1	-4%	5
O=c1c2ccccc2nc(CSc2ncnc3nc[nH]c23)n1-c1ccccc1Cl	0%	-12
CC(=O)O[C@H]1C[C@@H]2CC[C@@H]3[C@H](CC[C@]4(C)C(=O)CC[C@@H]34)[C@@]2(C)C[C@@H]1OC(C)=O	?	.
CCCNC(=O)N1[C@H]2CC[C@@H]1C(C(=O)OC)=C(c1ccc(-c3ccccc3)c(F)c1)C2	?	.
Cc1ccc(C)c(NC(=O)CCNC(=O)N2C[C@H]3C[C@@H](C2)c2cccc(=O)n2C3)c1	?	.
O=P(O)(O)Oc1ccccc1P(=O)(c1ccccc1)c1ccccc1	-5%	14
COC(=O)c1ccc(NC(=O)CSc2nc3ccc(N4C(=O)C5C6C=CC(C6)C5C4=O)cc3s2)cc1 (centres undefined)	?	.
CCCCc1cc(=O)oc2cc(OCC(=O)N3C[C@H]4C[C@@H](C3)c3cccc(=O)n3C4)c(Cl)cc12	11%	-6
